Bioassay records deposited in PubChem BioAssay by several laboratories.
SRC1 inh – inhibits human SRC1 coactivator; HEK293 GAL4-SRC1 luciferase reporter, luminescence; inhibition, % at 3.6 µM; AID 588354; 360,000 tested, 0.12% active;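 active = inhibition above the campaign mean plus 3 SD, with each screening campaign given its own cutoff, cut at about 60% in these data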;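 also: 0% = DMSO treated cells and 100% = gossypol at 36 µM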
TROY signal inh – TROY signaling inhibition; Q293 LMP1-TROYcd NF-kB luciferase reporter, 4 h; inhibition, % at 10 µM; 360,000 tested, 0.98% active; AID 1347056;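 active = compounds whose plate-normalised and pattern-corrected inhibition of the luciferase reporter signal at the single screening dose is 50% or more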
COUP-TFII inh – blocks human COUP-TFII nuclear receptor; inhibition, % at 8.6 µM; 370,000 tested, 0.7% active; P24468; AID 686940; HEK293T NGFI-A luciferase reporter, luminescence;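 active = inhibition above a per-plate cutoff, mean inhibition of test wells between control levels plus 3 SD, cut at about 38% in these data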;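 also: cells cotransfected with COUP-TFII expression vector driving the NGFI-A reporter; 0% = median of COUP-TF2 test wells and 100% = reporter-only cells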
Target sequence (P24468 whole entry, looked up): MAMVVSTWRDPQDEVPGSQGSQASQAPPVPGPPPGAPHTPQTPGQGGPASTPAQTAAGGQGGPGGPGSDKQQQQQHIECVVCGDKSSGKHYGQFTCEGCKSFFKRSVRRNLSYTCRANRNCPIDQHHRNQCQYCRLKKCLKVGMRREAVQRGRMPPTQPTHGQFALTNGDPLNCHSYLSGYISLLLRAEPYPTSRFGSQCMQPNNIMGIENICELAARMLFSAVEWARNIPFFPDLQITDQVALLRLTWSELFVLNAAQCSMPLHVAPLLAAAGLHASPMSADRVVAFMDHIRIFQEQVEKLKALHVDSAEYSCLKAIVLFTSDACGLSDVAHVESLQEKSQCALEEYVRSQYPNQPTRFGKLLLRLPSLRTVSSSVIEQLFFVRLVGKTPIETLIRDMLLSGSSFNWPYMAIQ
EBV LMP1 NFkB – Epstein-Barr LMP1 NF-kappaB reporter inhibition | 350,000 tested, 0.69% active | LMP1-induced NF-kappaB luciferase reporter cells, luminescence | inhibition, % at 12.5 µM; in the data active = inhibition above about 41%; inconclusive = no clear call, values can overlap the other calls;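 also: 0% = neutral control wells and 100% = reference inhibitor control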
NR5A2 inv ag – NR5A2 inverse agonism in reporter assay; O00482; HEK293T StAR-luciferase reporter, LRH-1 transfected, 24 h; inhibition, % at 3.6 µM; 360,000 tested, 0.13% active; AID 602396;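 active = inhibition above the mean inhibition of all tested compounds plus 3 SD, cut at about 73% in these data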;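 also: 0% = DMSO wells and 100% = reporter-only cells lacking LRH-1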
NCOA2 inhibitor – human SRC2 (NCOA2) inhibition | Q15596 | HEK293 GAL4-SRC2 luciferase reporter, luminescence | inhibition, % at 9 µM | 370,000 tested, 0.17% active;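 active = inhibition above the mean inhibition of all tested compounds plus 3 SD, set per campaign, cut at about 52% in these data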;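 also: 0% = DMSO treated cells and 100% = cells given Gossypol at 36 µM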
Vif imaging – HIV Vif inhibition; inhibition, % at 7.49 µM; HEK293T cells, Vif self-association by quenched fluorescence, imaging, 24 h; 340,000 tested, 0.35% active; in the data active = inhibition above about 50%, passing the limit was not always enough; inconclusive = no clear call, values can overlap the other calls; inactive = below about 31%; also: some results filed as inactive read as strong as hits
C8 TRAIL sens – caspase-8 TRAIL sensitization; inhibition (viability loss, TRAIL sensitization), % at 10 µM; 360,000 tested, 1% active; NB7+C8 cells + TRAIL, ATPlite viability luminescence; AID 624354;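 active = compounds causing at least 50% loss of cell viability in the single-dose screen, relative to plate controls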
NOD2 RIPK2 PPI – inhibitors of human NOD2-RIPK2 interaction; O43353; CHO BLA complementation NOD2-RIPK2, CCF4 ratio; inhibition, % at 4.98 µM; 360,000 tested, 0.38% active; in the data active = inhibition above about 21%;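 also: 0% = vehicle only and 100% = reference blocker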
Target sequence (O43353 whole entry, looked up): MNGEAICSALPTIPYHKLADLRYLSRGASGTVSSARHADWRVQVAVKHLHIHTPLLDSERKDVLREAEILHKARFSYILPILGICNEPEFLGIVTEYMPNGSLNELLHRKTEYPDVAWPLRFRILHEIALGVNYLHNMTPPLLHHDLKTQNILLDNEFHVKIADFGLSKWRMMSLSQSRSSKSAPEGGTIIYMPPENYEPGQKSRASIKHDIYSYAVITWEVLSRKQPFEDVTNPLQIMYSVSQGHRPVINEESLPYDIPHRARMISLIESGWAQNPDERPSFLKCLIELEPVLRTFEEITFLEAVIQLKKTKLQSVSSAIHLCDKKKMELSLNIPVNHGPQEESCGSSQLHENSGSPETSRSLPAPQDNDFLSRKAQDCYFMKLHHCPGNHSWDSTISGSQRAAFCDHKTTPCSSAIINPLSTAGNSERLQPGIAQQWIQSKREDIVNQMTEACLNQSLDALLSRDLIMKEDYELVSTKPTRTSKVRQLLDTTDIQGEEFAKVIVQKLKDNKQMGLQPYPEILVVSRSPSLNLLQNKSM
TLR9-MyD88 block – blocks human TLR9 binding to MyD88 | Q9NR96+Q99836 | CHO BLA complementation TLR9-MyD88, CCF4 FRET ratio | 340,000 tested, 0.21% active | inhibition, % at 4.98 µM;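 active = inhibition above the mean over all tested compounds plus 3 SD, cut at about 21% in these data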;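 also: 0% = DMSO only wells and 100% = clavulanate BLA inhibitor control wells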
NCOA3 inh – inhibits human SRC3 coactivator | Q9Y6Q9 | HEK293 GAL4-SRC3 luciferase reporter, luminescence | inhibition, % at 3.6 µM | 360,000 tested, 0.17% active;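 active = inhibition above a per-campaign cutoff, the mean of all compounds plus 3 SD, cut at about 60% in these data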;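 also: 0% = DMSO-treated cells and 100% = gossypol-treated cells at 36 µM; higher means less SRC3-driven luciferase light from the GAL4 reporter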
The depositor's hits bear a star; ? = inconclusive; nt = not tested or not shown.

SMILES	SRC1 inh	TROY signal inh	COUP-TFII inh	EBV LMP1 NFkB	NR5A2 inv ag	NCOA2 inhibitor	Vif imaging	C8 TRAIL sens	NOD2 RIPK2 PPI	TLR9-MyD88 block	NCOA3 inh
CC(C)Oc1ccc(C(CC(=O)O)Cc2ccccc2)cc1 (stereo unspecified)	-23	15	-13	4	-12	4	-1	1	-3	-1	-8
Cn1ccc2c(-c3ccc(C(F)(F)F)cc3)cc3c(c21)C1CCC3O1 (stereo unspecified)	7	2	17	nt	-6	-4	-8	15	-4	nt	2
CCN(C(=S)NC(=O)C1CCCC1)C1CCCCC1	5	2	1	6	-3	-44	7	7	-6	-3	13
C(=C(c1ccccc1)c1ccccc1)c1ccccn1	-5	-15	3	-3	-10	-13	-9	-5	2	5	6
Cc1c(C(=O)N/N=C/c2ccccc2)[nH]c2c([N+](=O)[O-])cccc12	-6	-14	-2	-2	23	-9	0	15	-3	-1	23
NC(=O)N/N=C/c1ccccc1OCC(=O)NCc1ccccc1	-6	-14	10	-6	2	7	15	-1	7	-7	13
CCCN1C2=NS(=O)(=O)CCN2c2ccccc21	8	-2	2	0	-31	-17	-2	-14	1	-12	-28
Oc1ccc(/C=N/N2CCN(C3c4ccccc4-c4ccccc43)CC2)cc1O	1	8	-8	-10	-8	9	-2	58*	1	-1	7
Cc1ccc(NC(=O)c2nc[nH]c2C(=O)N[C@@H](C)C(=O)OC(C)(C)C)cc1	1	22	6	-8	-1	24	-3	-2	-8	-5	-13
CC(C)(C)[C@H]1CCC(=O)N([C@H](CSc2ccc(Br)cc2)Cc2ccccc2)CC1	2	16	-5	10	0	-27	-7	11	-1	-14	-11
CC1CCCN(C(=O)CSc2n[nH]c(-c3cccs3)n2)C1 (stereo unspecified)	-29	-18	-5	-1	-18	-2	-1	2	8	3	-3
NNC(=O)c1oc2nc(-c3cccs3)cc(-c3ccco3)c2c1N	-11	-17	14	-49	14	-19	-5	44	4	22*	0
O=C(O)c1cccnc1Sc1ccccc1	-30	5	13	7	10	-8	-3	-8	-9	-5	-7
O=C(O)c1ccc(Nc2ncnc3c2cnn3Cc2ccccc2)cc1	-12	4	-6	-24	-1	-5	-1	4	-6	13	5
O=C(OCC1OC(n2ccc(=O)[nH]c2=O)C(Cl)C1O)c1ccccc1 (stereo unspecified)	-17	4	-1	-2	6	16	-9	-2	5	-1	-18
CCCCn1c(N)c(N(CC(C)C)C(=O)c2ccc(C)c(S(=O)(=O)N3CCCCC3)c2)c(=O)[nH]c1=O	-41	-23	0	1	-16	-26	-3	10	-3	-6	0
Cc1cc(C)c2c(CN3CCN(CCO)CC3)cc(=O)oc2c1	-6	6	1	-5	-2	-13	-2	9	-1	2	-9
CCOC(=O)CCCNC(=O)CCNC(=O)c1ccc(OCC)cc1	1	-16	-6	6	18	3	-2	-7	3	7	-1
COc1ccc(C(=O)Nn2c(SCC(=O)N3CCC(C)CC3)nc3ccccc3c2=O)cc1	-2	81*	33	70*	32	39	-4	52*	0	1	22
O=C(CCn1cncn1)N1CCCC(N2CCN(c3cccc(C(F)(F)F)c3)CC2)C1 (stereo unspecified)	10	7	14	2	11	-4	18	-13	-9	4	12
CCOc1ccccc1NC(=O)CSC1=NN2CCCC(=O)N=C2S1	13	5	-2	3	-12	-10	-3	6	-8	-4	-5
COc1cccc(NC(=O)COC(=O)C2CCCCC2)c1	-2	-19	-4	-4	-4	-17	-1	4	-11	1	7
COc1ccc(NC(=O)c2ccc3c(c2)CCN3S(=O)(=O)c2ccccc2)c(OC)c1	-11	5	-5	1	6	18	-7	4	14	11	1
CCOC(=O)c1oc2ccccc2c1CN1CCCCC1	5	-11	8	0	4	1	7	-7	-5	-4	15
COC(=O)c1ccc(CSc2nc3ccccc3c(=O)n2Cc2ccco2)o1	4	34	13	18	-18	9	-9	15	0	-6	4
(further entries)
SMILES	SRC1 inh	TROY signal inh	COUP-TFII inh	EBV LMP1 NFkB	NR5A2 inv ag	NCOA2 inhibitor	Vif imaging	C8 TRAIL sens	NOD2 RIPK2 PPI	TLR9-MyD88 block	NCOA3 inh
Cc1ccc(N2C(=O)c3cccc4c(N)ccc(c34)C2=O)c2cccnc12	-10	-2	-43	-13	12	22	nt	-1	13	15	6
CCCn1c(N)c(N(CCOC)C(=O)C(C)Oc2ccc(F)cc2)c(=O)[nH]c1=O (stereo unspecified)	12	-33	-2	3	4	-5	nt	-7	-13	5	-2
O=C(O)c1cccc(-n2cccc2/C=C\[N+](=O)[O-])c1	-4	-30	-1	3	11	15	1	-19	-3	-4	8
Cc1ccccc1/C=C1\CCCc2ccccc2C1=O	-115	-46	-59	-53	-105	-12	-4	24	-3	-7	-104
Cc1ccc(-c2nc(C#N)c(NCc3cccc4c3OCO4)o2)cc1	-4	-55	-18	-28	4	-15	8	-3	-10	8	-2
O=C(CCc1c[nH]c2ccccc12)N1CCCC1	-10	-6	11	-4	10	-18	-11	3	-8	-8	-26
c1ccc2c(c1)C(=NC1CCCCC1)NC2=NC1CCCCC1	-2	-4	8	-1	14	30	-1	6	6	9	-10
O=C(Nc1ccccn1)C1CCCN1S(=O)(=O)c1ccc(Cl)cc1 (stereo unspecified)	3	-10	6	7	11	-11	-4	-14	-10	-2	1
CC(=O)c1ccc(NC(=O)C2Cc3ccccc3CN2C(=O)c2ccccc2)cc1 (stereo unspecified)	-11	-42	-25	-9	0	-23	-14	1	-9	11	-18
Cc1ccc(C(=O)NC(=S)Nc2cccc3c(C)cc(C)nc23)cc1	-6	-20	6	-24	15	11	-3	8	-1	-1	2
Nc1ccc(S(=O)(=O)c2ccccc2)nc1	2	-17	13	-2	-14	20	-14	14	6	3	2
Cc1ccc(N2C(=O)c3ccccc3C2C(=O)c2cc(C)ccc2O)cc1 (stereo unspecified)	-40	-52	1	8	-24	-27	4	12	-8	3	-45
CN(C(=O)c1cccc(NC(=O)Cc2cccc([N+](=O)[O-])c2)c1)C1CCCC1	6	13	13	4	-15	-19	2	4	-12	-13	10
O=C(CCc1nnc(-c2ccc(-c3ccccc3)cc2)o1)N1CCCCC1	-44	-21	-3	-9	-62	31	-1	-3	4	2	-32
O=C(CNc1cc(S(=O)(=O)N2CCOCC2)ccc1N1CCCC1)N1CCc2ccccc21	-11	4	0	-2	-9	15	-3	8	-9	-1	6
Cc1ccc(-n2ncc3c2CCCC3NC(=O)CCC2=NNC(=O)CC2)cc1C (stereo unspecified)	-10	-1	8	-7	1	-1	-10	7	-6	-6	1
CCOc1ccc(N(CC(=O)NCc2ccccc2Cl)S(=O)(=O)c2c(C)noc2C)cc1	-3	-9	-12	-9	2	-1	-4	1	0	6	-7
CN(CC(=O)Nc1ccccc1Br)C(=O)c1ccccc1-c1nc2ccccc2s1	13	-9	-3	-6	13	-4	-1	-2	-2	5	15
CN(C)c1ncnc2c1NC1=C(S2)C(=NCCCC(=O)O)CC(C)(C)C1	-1	21	-3	5	12	-2	3	-7	8	8	11
Nc1nnc(SCc2ccccc2Cl)s1	-18	-27	nt	-1	-15	nt	3	5	-5	-2	2
CCOC(=O)c1ccc(Nc2nc(C)cc(C)n2)cc1	-2	-54	-8	-4	-24	-13	2	16	-4	-15	-34
COc1ccc(NC(=O)[C@@H]2CC=C[C@@H]3CCN(C4CCCCC4)C(=O)[C@@H]32)cc1	-1	-3	13	3	-23	-3	5	-6	0	1	3
COC(=O)N/N=C\c1cc2c(cc1Br)OCO2	-6	17	-2	-7	-7	9	0	-2	13	0	0
N=c1ccn(Cc2c(Cl)cccc2Cl)cc1	0	11	-6	11	30	-4	4	15	2	-3	17
CC(C(=O)O)c1ccc(N2Cc3ccccc3C2=O)cc1 (stereo unspecified)	-34	8	10	30	-50	23	?	37	-10	6	-19

Reformatted: 6 of the compounds above.
| SMILES | SRC1 inh | TROY signal inh | COUP-TFII inh | EBV LMP1 NFkB | NR5A2 inv ag | NCOA2 inhibitor | Vif imaging | C8 TRAIL sens | NOD2 RIPK2 PPI | TLR9-MyD88 block | NCOA3 inh |
| --- | --- | --- | --- | --- | --- | --- | --- | --- | --- | --- | --- |
| Cc1ccc(-n2ncc3c2CCCC3NC(=O)CCC2=NNC(=O)CC2)cc1C (stereo unspecified) | -10 | -1 | 8 | -7 | 1 | -1 | -10 | 7 | -6 | -6 | 1 |
| CCOc1ccc(N(CC(=O)NCc2ccccc2Cl)S(=O)(=O)c2c(C)noc2C)cc1 | -3 | -9 | -12 | -9 | 2 | -1 | -4 | 1 | 0 | 6 | -7 |
| CN(CC(=O)Nc1ccccc1Br)C(=O)c1ccccc1-c1nc2ccccc2s1 | 13 | -9 | -3 | -6 | 13 | -4 | -1 | -2 | -2 | 5 | 15 |
| CN(C)c1ncnc2c1NC1=C(S2)C(=NCCCC(=O)O)CC(C)(C)C1 | -1 | 21 | -3 | 5 | 12 | -2 | 3 | -7 | 8 | 8 | 11 |
| Nc1nnc(SCc2ccccc2Cl)s1 | -18 | -27 | nt | -1 | -15 | nt | 3 | 5 | -5 | -2 | 2 |
| CCOC(=O)c1ccc(Nc2nc(C)cc(C)n2)cc1 | -2 | -54 | -8 | -4 | -24 | -13 | 2 | 16 | -4 | -15 | -34 |

Following part
SMILES	SRC1 inh	TROY signal inh	COUP-TFII inh	EBV LMP1 NFkB	NR5A2 inv ag	NCOA2 inhibitor	Vif imaging	C8 TRAIL sens	NOD2 RIPK2 PPI	TLR9-MyD88 block	NCOA3 inh
COC(=O)c1c(N)c(C#N)c(C)n1-c1ccccc1	-8	3	9	-5	22	6	1	-6	5	-13	-2
O=C(COC(=O)[C@H](Cc1ccccc1)NC(=O)c1cccs1)Nc1cc(F)ccc1F	9	6	-5	3	-7	-6	nt	-13	7	-1	2
O=C(NCc1ccco1)c1ccccc1-c1ccccc1	3	0	-9	-4	9	-39	-3	10	0	-3	14
CC(=O)Nc1ccc2c(COC(=O)CC3Sc4ccccc4NC3=O)cc(=O)oc2c1 (stereo unspecified)	-17	10	-1	-8	-6	-42	-3	3	2	5	-18
Cc1nn(Cc2ccc(Cl)cc2)c(C)c1NC(=O)c1noc2c1CCCCC2	9	17	nt	-4	45	nt	-6	3	4	0	5
Cc1ccccc1CN1CCN(S(=O)(=O)c2cccs2)CC1	9	4	2	-23	16	-8	0	4	0	-14	-4

These rows are one share of the data; the hit share may differ from the screen's.
